E-sel inducer: induces E-selectin expression in human endothelial cells | P16581 | 0.37% of 260,000 active | HUVEC E-selectin immunofluorescence imaging; normalized: neutral wells 0, TNF-alpha wells 100 | activation, % at 7.58 µM;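 active = mean E-selectin-positive cell signal at least 10% of the positive control, reached in at least 60% of replicates, without over 20% cell loss; inconclusive = no rule given, readout overlaps actives, possibly toxicity-flagged; inactive = the rest, including those meeting only one limit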;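 also: in these data hits start at about 27%; measured in HUVEC primary endothelial cells; signal is the percent of cells scored E-selectin positive by PE staining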
Target sequence (P16581 whole entry, looked up): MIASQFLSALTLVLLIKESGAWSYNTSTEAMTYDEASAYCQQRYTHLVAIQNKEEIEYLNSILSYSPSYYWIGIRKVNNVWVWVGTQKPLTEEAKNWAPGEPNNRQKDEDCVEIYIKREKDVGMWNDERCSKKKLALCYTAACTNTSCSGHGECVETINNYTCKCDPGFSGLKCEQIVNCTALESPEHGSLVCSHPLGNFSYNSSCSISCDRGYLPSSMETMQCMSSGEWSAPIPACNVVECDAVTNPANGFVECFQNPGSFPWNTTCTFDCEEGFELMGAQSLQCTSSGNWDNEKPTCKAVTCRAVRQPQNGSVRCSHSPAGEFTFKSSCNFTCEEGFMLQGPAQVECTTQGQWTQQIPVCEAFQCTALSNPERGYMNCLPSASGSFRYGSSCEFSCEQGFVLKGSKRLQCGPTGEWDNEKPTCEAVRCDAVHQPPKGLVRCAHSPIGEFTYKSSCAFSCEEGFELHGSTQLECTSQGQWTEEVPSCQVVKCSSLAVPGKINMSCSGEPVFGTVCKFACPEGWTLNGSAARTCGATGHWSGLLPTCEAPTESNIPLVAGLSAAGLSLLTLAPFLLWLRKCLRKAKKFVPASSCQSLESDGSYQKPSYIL
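System: HUVEC, human umbilical vein endothelial cells; quantity: 3,000 cells/well; buffer or medium: EGM-2 medium, gelatin-coated wells; dosing: single-point compound dose; detection: immunofluorescence imaging; evaluation: % PE-positive cells; benchmarks: TNF-alpha, DMSO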
DENV2 CPE: protects cells from dengue virus 2 cytopathic effect; 1.7% of 350,000 active; DENV2-infected cells, cytopathic effect rescue, plate reader; CPE inhibition, % at 9.99 µM; in the data active = CPE inhibition above about 20%, passing the limit was not always enough; inconclusive = no clear call, values can overlap the other calls; tested in BHK-21 cells;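 also: 0% = median of neutral control wells and 100% = median of positive control wells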
ERp5 block: blocks human ERp5 reductase activity on insulin; Q15084; ERp5 insulin aggregation, absorbance 650 nm, 90 min; inhibition, % at 9.99 µM; 0.05% of 350,000 active;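 active = mean replicate inhibition above about 25%, with every replicate also reaching it, limit read from the data, passing the limit was not always enough; inconclusive = only one of those two criteria met; inactive = neither criterion met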
Statin myotox sup: protects C2C12 myotubes from simvastatin toxicity; ATP luminescence, 48 h; scaled: DMSO 0, geranylgeraniol control 100; rescue of ATP level, % at 7.49 µM; 0.78% of 330,000 active;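 active = mean ATP rescue above about 67%, or every replicate alone reaching that limit, limit read from the data, passing the limit was not always enough; inconclusive = no clear call, values can overlap the other calls; inactive = mean under the limit and some replicate under it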;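 also: myotubes were challenged with 10 µM simvastatin during compound exposure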
PglD inh: blocks C. jejuni PglD acetyltransferase activity | purified PglD enzyme, DTNB colorimetric CoA detection | inhibition, % at 12.5 µM | 0.098% of 360,000 active | AID 602405; in the data active = inhibition above about 16%, passing the limit was not always enough; inconclusive = no clear call, values can overlap the other calls; also: strong numbers were not always called active
SIRT5 block: inhibitors of human sirtuin-5 desuccinylase. Q9NXA8. Purified SirT5, succinyl-peptide AMC, trypsin-coupled fluorescence. inhibition, % at 15 µM. 1.1% of 330,000 active. AID 652115; in the data active = inhibition above about 15%; inconclusive = no clear call, values can overlap the other calls
Target sequence (Q9NXA8 whole entry, looked up): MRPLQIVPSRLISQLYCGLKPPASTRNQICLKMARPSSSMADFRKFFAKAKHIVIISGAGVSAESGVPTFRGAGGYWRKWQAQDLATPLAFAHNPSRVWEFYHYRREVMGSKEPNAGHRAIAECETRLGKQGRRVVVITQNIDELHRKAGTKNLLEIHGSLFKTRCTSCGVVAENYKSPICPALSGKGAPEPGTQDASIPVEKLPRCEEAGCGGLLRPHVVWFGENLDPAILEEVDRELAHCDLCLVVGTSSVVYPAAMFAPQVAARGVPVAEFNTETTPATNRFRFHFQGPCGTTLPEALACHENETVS
S100A4 inh HTS: blocks human S100A4 binding to myosin IIA peptide; P26447; S100A4/TAMRA-MyoIIA peptide fluorescence polarization; inhibition, % at 10.7 µM; 0.14% of 360,000 active; AID 652163;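 active = mean inhibition of at least 70% across replicates, with every replicate also reaching that level; inconclusive = mean inhibition reaches 70% but some replicates fall short; inactive = mean inhibition below 70%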
Target sequence (P26447 whole entry, looked up): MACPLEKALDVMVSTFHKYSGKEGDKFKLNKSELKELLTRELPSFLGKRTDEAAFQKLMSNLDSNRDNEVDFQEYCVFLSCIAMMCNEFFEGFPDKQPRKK
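Test system: S100A4 monomer protein; Medium: HEPES pH 7.2 with CaCl2, KCl, NaCl, DTT, Triton; Probe or stimulus: TAMRA-labelled myosin IIA heavy-chain peptide probe, 5 nM; Doses: one dose per compound; Times: polarization read 5 min after assay mix addition, stable 5–60 min; Benchmarks: neutral control DMSO, positive control TFP.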
Numbers without * were called inactive.

For O=C(N[C@H]1CC[C@@H](CC(=O)N2CCOCC2)O[C@H]1CO)c1ccccn1 the results were E-sel inducer 0.5, DENV2 CPE 3, ERp5 block 4, Statin myotox sup -6, PglD inh 0, SIRT5 block -2 and S100A4 inh HTS 0.
For C[C@@H]1CCCCO[C@H](CN(C)C(=O)CCCN(C)C)[C@H](C)CN([C@@H](C)CO)C(=O)c2cc(NC(=O)Cc3ccccc3)ccc2O1 the results were DENV2 CPE -9, ERp5 block 1, PglD inh 2, SIRT5 block -3 and S100A4 inh HTS 7.
For CC1(C)CC(=O)CC(=NCC(=O)O)C1 the results were DENV2 CPE 0, ERp5 block 1, SIRT5 block -1 and S100A4 inh HTS 1.
C[C@H](CO)N1C[C@H](C)[C@H](CN(C)C(=O)CN2CCOCC2)Oc2ncc(-c3ccncc3)cc2C1=O was read as E-sel inducer 0.1, DENV2 CPE -6, ERp5 block 5, Statin myotox sup 8, PglD inh -2, SIRT5 block 1 and S100A4 inh HTS -4.
`C/C=C/c1ccc([C@@H]2[C@@H](CO)N(C(=O)CN3CCOCC3)[C@H]2C#N)cc1` gave E-sel inducer 0.2, DENV2 CPE -4, ERp5 block -4, Statin myotox sup 0, PglD inh -5, SIRT5 block -3 and S100A4 inh HTS -20.
Screening CC(C)(O)C#Cc1ccc(N2C(c3ccsc3)=Cc3ccc(F)cc3C2c2c[nH]c3ccc(C#N)cc23)cc1 (stereo not given) returned E-sel inducer 0.4, DENV2 CPE -3, ERp5 block 10, SIRT5 block -2 and S100A4 inh HTS -4.
For COCCNC(=O)CN1CCCCCC1 the results were E-sel inducer 0.3, DENV2 CPE -5, ERp5 block 3, Statin myotox sup 5, PglD inh 4, SIRT5 block 0 and S100A4 inh HTS -4.
`CC(=O)OCCc1[nH]c2ccccc2c1C` gave E-sel inducer 1.2, DENV2 CPE 3, ERp5 block -6, Statin myotox sup 13, PglD inh 4, SIRT5 block -4 and S100A4 inh HTS -1.
`COCc1c(C(=O)N/N=C(\C)c2ccncc2)nnn1-c1nonc1N` gave E-sel inducer 0.2, DENV2 CPE 16, ERp5 block 2, Statin myotox sup -8, PglD inh 3, SIRT5 block 1 and S100A4 inh HTS 1.
O=C(O)/C=C/C(=O)N(Cc1ccc2c(c1)OCO2)C1CC(=O)N(CCc2ccccc2)C1=O (stereo not given) was read as DENV2 CPE 1, ERp5 block -7, Statin myotox sup 6, PglD inh 0, SIRT5 block -1 and S100A4 inh HTS 0.
`CC(C)(C)OC(=O)NC1CNNC1=O` (stereo not given) gave E-sel inducer -0.1, DENV2 CPE -10, ERp5 block 1, Statin myotox sup -9, PglD inh 1, SIRT5 block 9 and S100A4 inh HTS 2.
For CCN(CC(N)=O)S(=O)(=O)c1ccc(F)cc1 the results were DENV2 CPE -1, ERp5 block -5, Statin myotox sup 2, PglD inh -2, SIRT5 block -1 and S100A4 inh HTS -8.

Random excerpt: 5 compounds from above
`CC(C)(C)OC(=O)NC1CNNC1=O` (stereo not given) gave E-sel inducer -0.1, DENV2 CPE -10, ERp5 block 1, Statin myotox sup -9, PglD inh 1, SIRT5 block 9 and S100A4 inh HTS 2.
`C/C=C/c1ccc([C@@H]2[C@@H](CO)N(C(=O)CN3CCOCC3)[C@H]2C#N)cc1` gave E-sel inducer 0.2, DENV2 CPE -4, ERp5 block -4, Statin myotox sup 0, PglD inh -5, SIRT5 block -3 and S100A4 inh HTS -20.
For C[C@@H]1CCCCO[C@H](CN(C)C(=O)CCCN(C)C)[C@H](C)CN([C@@H](C)CO)C(=O)c2cc(NC(=O)Cc3ccccc3)ccc2O1 the results were DENV2 CPE -9, ERp5 block 1, PglD inh 2, SIRT5 block -3 and S100A4 inh HTS 7.
O=C(O)/C=C/C(=O)N(Cc1ccc2c(c1)OCO2)C1CC(=O)N(CCc2ccccc2)C1=O (stereo not given) was read as DENV2 CPE 1, ERp5 block -7, Statin myotox sup 6, PglD inh 0, SIRT5 block -1 and S100A4 inh HTS 0.
For O=C(N[C@H]1CC[C@@H](CC(=O)N2CCOCC2)O[C@H]1CO)c1ccccn1 the results were E-sel inducer 0.5, DENV2 CPE 3, ERp5 block 4, Statin myotox sup -6, PglD inh 0, SIRT5 block -2 and S100A4 inh HTS 0.

(listing goes on)
Screening CCOC(=O)N1CCN(C(=O)CNS(=O)(=O)c2c(C)cc(C)cc2C)CC1 returned E-sel inducer 0.0, DENV2 CPE 0, ERp5 block 2, Statin myotox sup -9, PglD inh 12, SIRT5 block -4 and S100A4 inh HTS -18.
Screening COc1ccc2cc(CN(CC3CCCO3)S(=O)(=O)c3ccccc3Cl)c(=O)[nH]c2c1 (stereo not given) returned ERp5 block -7, Statin myotox sup 12, PglD inh 4 and S100A4 inh HTS -3.
Screening COc1ccccc1Nc1nc(NCC2CCCO2)c2ccccc2n1 (stereo not given) returned E-sel inducer -0.2, DENV2 CPE inconclusive, ERp5 block 3, Statin myotox sup -26, PglD inh 8, SIRT5 block 2 and S100A4 inh HTS 5.
Screening CCOc1ccc(CCNC(=O)COC(=O)Cn2nc(C)c([N+](=O)[O-])c2C)cc1OCC returned DENV2 CPE -6, ERp5 block -1, Statin myotox sup 11, PglD inh -5, SIRT5 block 10 and S100A4 inh HTS 9.
For Cc1ccc2nc(NC(=O)C3=NN(c4ccccc4)C(=O)CC3)sc2c1 the results were DENV2 CPE 4, ERp5 block 1, SIRT5 block 0 and S100A4 inh HTS -5.
For O=S1(=O)CC(N2CCN(Cc3ccccc3F)CC2)CN1Cc1cn(Cc2ccc(Cl)cc2)nn1 (stereo not given) the results were E-sel inducer 3.0, DENV2 CPE 10, ERp5 block -4, SIRT5 block 1 and S100A4 inh HTS -3.
Screening CCCCn1c(SCC(=O)OCC)nc2c(sc(=S)n2-c2ccccc2OC)c1=O returned DENV2 CPE -4, ERp5 block 1, Statin myotox sup -2, PglD inh -1, SIRT5 block -5 and S100A4 inh HTS -13.
For Cc1c(O)c2ccccc2n(-c2ccccc2)c1=O the results were E-sel inducer 0.5, DENV2 CPE -2, ERp5 block 2, Statin myotox sup -5, PglD inh -3, SIRT5 block -5 and S100A4 inh HTS -1.
`Cc1ccccc1-c1nc(C(=O)NCC2CCCO2)cc2c1[nH]c1ccccc12` (stereo not given) gave DENV2 CPE -4, ERp5 block -1, Statin myotox sup 0, PglD inh 0, SIRT5 block 4 and S100A4 inh HTS 0.
For Cc1noc(C)c1CSCC(=O)N(C)CC(=O)Nc1cccc(F)c1 the results were E-sel inducer -0.1, DENV2 CPE -7, ERp5 block 4, PglD inh -2, SIRT5 block 0 and S100A4 inh HTS -5.
`N#C/C(=C\c1cccnc1)C(=O)Nc1cccc(Cl)c1` gave E-sel inducer -0.1, DENV2 CPE 0, ERp5 block -3, SIRT5 block -6 and S100A4 inh HTS -29.
Screening OC[C@H]1[C@@H](c2ccc(C#CC3CCCC3)cc2)[C@@H]2CN(CCC(F)(F)F)CCCCN12 returned E-sel inducer -0.3, DENV2 CPE -5, ERp5 block 3, Statin myotox sup -64, PglD inh 1, SIRT5 block 0 and S100A4 inh HTS -3.
Screening N#C[C@H]1[C@H](c2ccc(C#CC3CCCC3)cc2)[C@@H](CO)N1S(=O)(=O)c1ccccc1 returned E-sel inducer -0.6, DENV2 CPE -6, ERp5 block 3, Statin myotox sup 17, PglD inh 1, SIRT5 block -3 and S100A4 inh HTS -6.
C[C@@H]1CN([C@H](C)CO)C(=O)c2cc(NC(=O)C3CC3)ccc2O[C@H]1CN(C)S(=O)(=O)c1ccc(F)cc1 was read as E-sel inducer -0.3, DENV2 CPE -1, ERp5 block -7, Statin myotox sup 18, PglD inh 0 and S100A4 inh HTS 0.
O=C(NC1CCCCC1)C1CC(=O)N(c2cccc([N+](=O)[O-])c2)C1 (stereo not given) was read as DENV2 CPE -6, ERp5 block 2, Statin myotox sup 0, PglD inh -7, SIRT5 block -4 and S100A4 inh HTS 6.
For COc1c(O)cc(O)c2c(=O)cc(-c3ccccc3)oc12 the results were DENV2 CPE -7, ERp5 block -4, Statin myotox sup 15, PglD inh 0, SIRT5 block 7 and S100A4 inh HTS -4.
For C[C@@H]1CN([C@H](C)CO)C(=O)c2cc(NS(=O)(=O)c3cccs3)ccc2O[C@H]1CN(C)Cc1ccc(C(F)(F)F)cc1 the results were E-sel inducer -12, DENV2 CPE 0, ERp5 block 7, Statin myotox sup -19, PglD inh 1, SIRT5 block 2 and S100A4 inh HTS 3.
Screening CCOc1ccc(CNc2ccc(N3CCN(Cc4ccccc4)CC3)cc2)cc1 returned E-sel inducer -0.2, DENV2 CPE inconclusive, ERp5 block 1, Statin myotox sup -6, PglD inh 0, SIRT5 block -1 and S100A4 inh HTS -3.
For COc1ccc(C(CCN2CCCC(C)C2)c2c(OC)cc(OC)c3c(-c4ccccc4)cc(=O)oc23)cc1 (stereo not given) the results were E-sel inducer 1.0, DENV2 CPE inconclusive, ERp5 block 3, Statin myotox sup 15, PglD inh 6 and S100A4 inh HTS -12.
CC(=O)OCC1=C(C(=O)O)N2C(=O)C(NC(=O)c3ccc(COc4cccc(Cl)c4Cl)o3)C2SC1 (stereo not given) was read as E-sel inducer 4.0, DENV2 CPE 1, ERp5 block -19, Statin myotox sup 6, PglD inh 6, SIRT5 block 4 and S100A4 inh HTS -3.
Screening CC[C@]12c3[nH]c4cc(-c5ccco5)ccc4c3CCN1C(=O)[C@@H](CC(=O)NCCCn1ccnc1)C[C@@H]2C(=O)N1CCN(C(=O)c2ccco2)CC1 returned E-sel inducer 1.0, DENV2 CPE -3, ERp5 block 1, Statin myotox sup -6, PglD inh -5, SIRT5 block 0 and S100A4 inh HTS 10.
`CCc1cccc(C)c1NC(=O)c1ccc2c(c1)CCN2S(C)(=O)=O` gave DENV2 CPE -1, ERp5 block -3, Statin myotox sup 16, PglD inh -4, SIRT5 block -2 and S100A4 inh HTS -7.
For CCCCNC(=O)c1cn(CC)c2cc(N3CCN(C(=O)c4ccco4)CC3)c(F)cc2c1=O the results were DENV2 CPE -6, ERp5 block -2, Statin myotox sup -12, PglD inh -2, SIRT5 block -5 and S100A4 inh HTS -2.
O=S(=O)(c1ccc(F)cc1)N1CC[C@H]2[C@H](CO)Nc3ccc(-c4ccc(F)cc4)cc3[C@H]21 was read as E-sel inducer -0.2, DENV2 CPE 14, Statin myotox sup 7 and PglD inh 0.
Screening Cc1ccccc1CSc1ccc(S(=O)(=O)N2CCCC2)cn1 returned E-sel inducer -0.1, DENV2 CPE 1, ERp5 block -2, Statin myotox sup 6, SIRT5 block 3 and S100A4 inh HTS 51.
Screening C[C@H](CO)N1C[C@H](C)[C@@H](CN(C)S(=O)(=O)c2cn(C)cn2)Oc2c(NC(=O)Nc3cccc4ccccc34)cccc2C1=O returned E-sel inducer 0.1, DENV2 CPE -1, ERp5 block -2, Statin myotox sup 58, PglD inh 0, SIRT5 block 0 and S100A4 inh HTS 3.
O=C(COC(=O)/C=C/c1ccc([N+](=O)[O-])cc1)NNC(=O)c1ccccc1 was read as E-sel inducer -0.2, DENV2 CPE -7, ERp5 block -1, Statin myotox sup 1, PglD inh -1, SIRT5 block 0 and S100A4 inh HTS -2.
`COCC(=O)Nc1ccc2c(c1)C(=O)N(C)C[C@@H](OC)[C@@H](C)CN(C(=O)Cc1ccccn1)[C@H](C)CO2` gave E-sel inducer 0.0, DENV2 CPE -6, ERp5 block -3, Statin myotox sup -3, PglD inh -5, SIRT5 block -1 and S100A4 inh HTS 1.
COc1ccc(Cn2c(=O)cc(C)[nH]c2=S)cc1 was read as E-sel inducer -0.2, DENV2 CPE 3, ERp5 block 1, Statin myotox sup -11, PglD inh 2, SIRT5 block 1 and S100A4 inh HTS 7.

An excerpt. The share of hits here may be higher or lower than overall.
